# RAM inhibit = inhibitors of the yeast RAM network, primary screen, dse1pr::URA3 reporter, 5-FOA selection | inhibition, % at 50 µM | 1.8% of 190,000 active | AID 868, 2007 | S. cerevisiae dse1pr::URA3 reporter, 5-FOA growth OD615, 2 d; analog-sensitive cbk1-as2 kinase mutant strain;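 active = inhibition above a set limit, 3 SD over mean compound inhibition, cut at about 8.4% in these data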;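 also: 0% = DMSO-only wells with no growth and 100% = 10 µM 1-NA-PP1 full growth; inhibition rescues growth on 5-FOA so higher OD means more RAM inhibition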
# Redox H2O2 prof = compounds producing H2O2 with reducing agent – biochemical, NIH compound library profiling, artefact control for MLSCN library redox annotation, primary screen. DTT-dependent redox cycling H2O2, phenol red/HRP absorbance; 100% = 100 µM peroxide control, 0% = buffer. AID 878, 2007. 0.03% of 200,000 active. activation, % at 10 µM;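 active = activation of at least 50% relative to the plate's high and low controls in the primary single-dose screen; inactive = activation below 50%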;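 also: compound incubated with DTT at 0.8 mM final as the reducing agent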
# S1P3 antag = S1P3 receptor antagonists, primary screen, cell-based. CHO S1P3 NFAT-BLA reporter, FRET fluorescence, antagonist mode. inhibition, % at 4.98 µM. 0.27% of 170,000 active;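 active = inhibition above the plate cutoff, the mean inhibition of test wells on that plate plus 3 SD, cut at about 28% in these data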;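 also: cells challenged with S1P at its EC80 of 0.8 µM; blue over green emission ratio from cleaved BLA substrate after 4 h stimulation; 0% = S1P-stimulated wells and 100% = unstimulated DMSO-only wells; some compounds past the cut are filed as inactive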
# Target sequence (Q99500 whole entry, looked up): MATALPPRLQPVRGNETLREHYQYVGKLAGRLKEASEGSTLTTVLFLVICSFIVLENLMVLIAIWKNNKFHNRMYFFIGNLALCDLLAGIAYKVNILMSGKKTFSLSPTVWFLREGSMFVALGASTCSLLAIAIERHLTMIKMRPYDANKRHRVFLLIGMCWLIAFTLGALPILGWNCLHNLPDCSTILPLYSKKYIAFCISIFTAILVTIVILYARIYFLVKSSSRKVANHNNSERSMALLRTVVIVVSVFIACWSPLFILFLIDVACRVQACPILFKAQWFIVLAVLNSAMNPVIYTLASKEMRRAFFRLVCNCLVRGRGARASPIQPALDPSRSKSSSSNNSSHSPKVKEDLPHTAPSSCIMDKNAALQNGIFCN
# TNAP inh hi DEA = human TNAP enzyme inhibitors, primary screen, biochemical, luminescent, high phosphate acceptor level, uHTS; Alkaline phosphatase, tissue-nonspecific isozyme (Homo sapiens), P05186; purified TNAP, CDP-star luminescence, 1 M DEA; inhibition, % at 20 µM; 0.03% of 200,000 active; AID 1135, 2008;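 active = over 50% inhibition of tissue-nonspecific alkaline phosphatase at 20 µM in the single-dose screen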;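 also: plate controls were DMSO wells for no effect and EDTA-quenched wells as full inhibition for full effect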
# Target sequence (P05186 whole entry, looked up): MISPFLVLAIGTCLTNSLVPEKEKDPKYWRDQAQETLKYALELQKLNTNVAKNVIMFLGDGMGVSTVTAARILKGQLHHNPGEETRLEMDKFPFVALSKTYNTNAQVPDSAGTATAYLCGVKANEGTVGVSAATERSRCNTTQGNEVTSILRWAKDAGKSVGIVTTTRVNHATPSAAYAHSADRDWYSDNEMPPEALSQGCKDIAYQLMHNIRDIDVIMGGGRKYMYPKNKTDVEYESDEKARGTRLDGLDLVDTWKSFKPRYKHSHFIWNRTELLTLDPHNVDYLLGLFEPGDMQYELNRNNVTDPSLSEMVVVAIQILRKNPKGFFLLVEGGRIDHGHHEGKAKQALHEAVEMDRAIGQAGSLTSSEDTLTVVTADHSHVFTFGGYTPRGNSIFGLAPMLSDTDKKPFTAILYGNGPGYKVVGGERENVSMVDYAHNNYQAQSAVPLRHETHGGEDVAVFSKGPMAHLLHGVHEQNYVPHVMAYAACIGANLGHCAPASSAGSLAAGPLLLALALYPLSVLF
# Efa HMGR inh = inhibitors of E. faecalis class II HMGR, primary screen, biochemical, Enterococcus faecalis; HMG-CoA reductase (Enterococcus faecalis, mvaE); purified E. faecalis HMGR, NADPH absorbance 340 nm kinetic; inhibition, % at 10 µM; 0.41% of 190,000 active; AID 1066, 2008;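 active = inhibition above a set limit, the median over all tested compounds plus 3 SD, cut at about 9.5% in these data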;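 also: enzyme runs in reverse so mevalonate oxidation gives rising NADPH absorbance; 0% = complete reaction with DMSO and 100% = background rate lacking mevalonate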
# PMI act = activators of human PMI, primary screen, biochemical, fluorescence intensity, near-Km mannose 6-phosphate | purified human PMI, coupled resazurin fluorescence, 20 min; active compounds read high; 1 = vehicle control, 0 substrate-free wells | activation factor at 20 µM | 0.005% of 190,000 active | AID 1214, 2008;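 active = activation factor of 2 or more at 20 µM, relative to plate controls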
# Lmaj promast = Leishmania major promastigote growth inhibition, primary screen | Leishmania major promastigotes, resazurin fluorescence viability | inhibition, % at 10 µM | 9% of 200,000 active; in the data active = inhibition above about 50%;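 also: promastigotes grown with compound for 44 hours at 28 °C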
# PMI act satM6P = human PMI activators, high substrate, primary screen, biochemical, fluorescence intensity, near-saturating mannose 6-phosphate | activation factor at 20 µM | AID 1216, 2008 | 0.34% of 190,000 active | Mannose-6-phosphate isomerase (Homo sapiens), P34949 | coupled PMI enzyme assay, resazurin fluorescence, 20 min; active compounds read high; 1 = untreated enzyme, 0 = substrate-free blank;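 active = activation factor of 2 or more at 20 µM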
#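 Material: human phosphomannose isomerase with PGI, G6PDH, diaphorase coupling enzymes; amount: PMI at 15 ng/mL final; also added: Mannose-6-phosphate 1.0 mM (near-saturating) plus 0.22 mM NADP+; incubation: enzyme reaction with compound 20 min at room temperature; signal: resorufin fluorescence (Ex 544/Em 590 nm) from resazurin via diaphorase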
# Hsp70 act = Hsp70 transcriptional activators, primary screen, cell-based, HeLa, Hsp70 promoter luciferase, luminescence, 10 µM; activation, % at 10 µM; HeLa Hsp70 promoter luciferase reporter; scaled: vehicle 0, proteasome-inhibitor control 100%; 0.04% of 200,000 active;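 active = activation above the mean across all tested compounds plus 3 SD, cutoff set per campaign, cut at about 5.5% in these data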;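 also: 100% = MG132 at 30 µM as the positive control and 0% = DMSO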
# TNAP inh no acc = human TNAP enzyme inhibitors, primary screen, biochemical, luminescent, no phosphate acceptor, uHTS. Alkaline phosphatase, tissue-nonspecific isozyme (Homo sapiens), P05186. purified TNAP, CDP-star luminescence, 30 min. inhibition, % at 20 µM. 0.26% of 200,000 active. AID 1012, 2008;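 active = tissue-nonspecific alkaline phosphatase inhibition above about 50% at 20 µM in the single-dose screen, limit read from the data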;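 also: 0% = DMSO negative control and 100% = EDTA positive control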
# Starred values were filed as active, the others as inactive; / = not tested or not shown.
# Results follow in this order: Hsp70 act, Redox H2O2 prof, S1P3 antag, Lmaj promast, PMI act satM6P, PMI act, TNAP inh hi DEA, Efa HMGR inh, RAM inhibit, TNAP inh no acc
> COc1ccc(-c2csc(NC(=S)NC(=O)/C=C/c3ccco3)n2)cc1OC
  -0.3, 0.1, -8, 6, 0.9, 0.8, 8, 0, 9.7*, -13
> O=C(N/N=C/c1ccc(Sc2nc3ccccc3[nH]2)o1)c1ccncc1
  -0.1, -0.2, 8, -2, 1, 1, -1, -4, 1.9, -20
> Cc1cccc(N=C2NC(=O)/C(=C/c3cccs3)S2)c1
  -0.2, 0.3, 10, -6, 1, 1.1, -4, -2, 1.1, 16
> C=CCc1c(C)[nH]c(=S)c(C#N)c1C
  0.3, 0.7, 2, 0, 1.8, 1.5, -9, -4, 2.5, -12
> CCN(CC)c1ccc(NC(=S)NC(=O)c2cccs2)cc1
  0.1, -0.5, -10, 7, 0.7, 0.8, 0, 1, 0.3, 11
> CC(C)(C)c1cc(C(=O)NCC(=O)OCC(=O)c2cccc([N+](=O)[O-])c2)cc(C(C)(C)C)c1
  -0.2, -0.2, -12, 9, 0.9, 0.9, -7, -9, 1.9, -11
> COC(=O)c1cnc(SCc2ccc(C)cc2)n1C
  -0.2, -0.8, -11, -7, 1.1, 1.1, -4, -5, 1.1, 2
> CC(=O)n1nc2nc(C)cc(C)c2c1N
  0.2, 0.1, -13, -2, 1.1, 1.1, -5, -1, -0.2, -10
> COCCn1c(SCC(=O)Nc2nnc(C)s2)nnc1-c1c[nH]c2ccccc12
  -0.2, -3.2, -9, -5, 0.8, 0.8, -2, -6, -0.1, -9
> Brc1ccc(C2NCCS2)cc1 (stereo unspecified)
  -0.3, -1.1, -5, -2, 1.4, 1.5, 2, -2, 0.5, 72*
> O=C1c2cccnc2C(=O)N1Cc1ccccc1
  -0.1, -0.3, -14, -8, 1, 1.1, -2, 3, 0.7, -8
> COc1ccc(CC(=O)Nc2nc(C)cs2)cc1OC
  -0.5, 2.4, 6, -4, 1, 1.1, 2, -4, 0.4, 6
> COc1ccc(-c2[nH]c(-c3ccc(F)cc3)nc2SCC(=O)NC2CCCC2)cc1
  0.0, 0.5, 0, 77*, 0.9, 0.8, 0, 2, 0.6, -10
> CC1(c2cc([N+](=O)[O-])cc([N+](=O)[O-])c2)CC(C)(C)N(C(=O)c2ccccc2)c2ccccc21 (stereo unspecified)
  0.0, 0.9, /, 98*, 0.9, 0.9, -6, 0, 4.6, -5
> O=C(CSc1nnc(Cn2nnc3ccccc32)o1)Nc1cccc(Cl)c1
  -0.3, 1.7, /, -6, 1, 1, -10, -2, 1.1, -24
> CC(=O)Nc1ccc(NC(=O)C(C)OC(=O)/C=C/c2cn(-c3ccccc3)nc2-c2cccnc2)cc1 (stereo unspecified)
  -0.1, 0.0, -3, -4, 1.1, 1.1, -4, -7, 2.5, -5
> O=C(NC(Cc1c[nH]c2ccccc12)C(=O)O)/C(=C/c1ccc2c(c1)OCO2)NC(=O)c1ccccc1 (stereo unspecified)
  -0.3, -1.0, 5, -5, 1.1, 1.2, -3, -5, 1.8, -13
> CCOC(=O)c1cn(C2CC2)c2c(F)c(F)c(F)cc2c1=O
  -0.2, 1.1, -3, 7, 1.1, 1.2, -2, -3, 0.1, 4
> COc1ccc(CNC(=O)CCc2nc(-c3ccccc3F)no2)c(OC)c1
  -0.2, 0.8, -16, -2, 0.8, 0.8, 1, -8, 1.8, -3
> Oc1ccc(-c2csc(Nc3cccnc3)n2)cc1
  -0.2, -3.1, 10, -4, 1, 0.9, 1, -3, 0.5, -3
> CCCN1Cc2cccc(C(=O)NCCCOC(C)C)c2C1=O
  -0.4, -3.5, -34, -2, 0.9, 1, -3, 2, 2.3, -6
> COc1cc(-c2nnc(SCC(=O)c3cc(C)n(CC4CCCO4)c3C)o2)cc(OC)c1OC (stereo unspecified)
  -0.2, 2.8, -17, 17, 1, 0.9, -4, -12, 3.1, -9
> COc1ccc2cc(CCNC(=O)c3cccs3)c(=O)[nH]c2c1
  0.2, -0.1, -12, -5, 1, 1.1, -1, 5, 6.4, 0
> Cc1ccc(-n2nc(C)c3c(C)c(CCC(=O)NC(C)c4ccccc4)c(C)nc32)cc1 (stereo unspecified)
  -0.2, -1.2, /, 14, 1.1, 1.1, -7, 2, 0.6, -22
> N#CCSc1nnc(COc2cccc3ccccc23)n1-c1ccccc1
  -0.2, 0.4, -9, 31, 0.9, 0.9, -6, -3, 3.4, -8
> Cc1ccc(-c2nn3c(C)nnc3c3ccccc23)cc1S(=O)(=O)NCCO
  -0.3, -0.2, -20, -5, 1.1, 1, -5, -7, 1.9, -9
> CCCN(CCC)S(=O)(=O)c1ccc(C(=O)Nc2nnc(COC)o2)cc1
  -0.5, -2.0, -5, -5, 1.1, 1.1, 0, -2, 1.0, -6
> N#CC1=C(N)C(C#N)(C#N)C(c2cccnc2)C2CC(c3ccccc3)CC=C12 (stereo unspecified)
  -0.3, -2.1, /, 55*, 0.5, 0.8, -8, 5, 0.7, -6
> COCCN1Cc2cccc(C(=O)N3CCN(c4cc(C)ccc4C)CC3)c2C1=O
  0.1, -1.1, 30, 10, 0.9, 0.9, -4, -1, 0.5, -12
> COC(=O)CNC(=O)CN1C(=O)N(c2ccc(Cl)cc2)C(N(O)C(=O)Nc2ccc(Cl)cc2)C1(C)C (stereo unspecified)
  0.2, 2.2, /, -3, 0.9, 1, -4, 0, -0.9, 0
> C=CCNc1nc(Cl)ncc1F
  -0.3, 0.5, -1, 2, 1.1, 1, -2, -1, 0.2, -9
> COc1ccc(N2CCN(S(=O)(=O)c3ccc(Cl)s3)CC2)cc1
  -0.2, 11, -4, -9, 0.9, 0.9, 3, -2, 8.2, 2
> CSc1cccc(NC(=S)N(CCCN2CCCC(C)C2)Cc2cccs2)c1 (stereo unspecified)
  -0.3, -0.4, 7, 99*, 1, 1, -5, 0, 2.0, -16
> O=C(Nc1ccccn1)Nc1cccs1
  -0.2, 0.7, -16, -6, 1.1, 1, -3, -6, 1.7, -9
> COc1cccc(C(=O)N/N=C(/c2ccccc2)c2ccccn2)c1
  -0.3, -4.1, /, 100*, 1.2, 1.2, -5, 2, 1.4, -9
> COc1ccc(C(=O)O)cc1S(=O)(=O)Nc1cccc(C(F)(F)F)c1
  -0.1, -0.6, 11, -9, 1, 1, -7, 1, 1.6, -7
> Cn1nnnc1SCC(=O)NCc1cc([N+](=O)[O-])ccc1O
  0.1, -2.2, 2, -7, 1, 1, 8, -8, 1.6, -2
> O=C(C1CCN(C2CC(=O)N(c3ccc(Cl)cc3)C2=O)CC1)N1CCOCC1 (stereo unspecified)
  -0.2, 1.2, -3, -8, 1, 1, -2, 2, 1.3, -12
> CCN(CC)S(=O)(=O)c1ccc(NC(=O)c2ccc(NS(C)(=O)=O)cc2)cc1
  -0.3, -0.2, 6, -2, 0.9, 0.9, -4, -12, 3.1, -11
> Cc1oc(-c2ccccc2Cl)cc1-c1nn2c(-c3ccco3)nnc2s1
  /, /, -7, /, 1, 1, -3, /, /, 11
> Cc1nc(NC(=O)CCCC(=O)Nc2nc(C)c(C)s2)sc1C
  -0.1, 0.5, -12, 3, 0.8, 0.8, -1, 1, 0.3, -10
> O=C(CCl)Nc1ccccc1C(=O)c1ccccc1
  -0.1, -1.2, -9, 42, 1, 1.1, -1, -3, 0.2, -13
> CSc1nsc(SCC(=O)Nc2nc3ccc(C)cc3s2)n1
  -0.5, 0.0, -12, -8, 0.9, 0.8, -2, -6, 4.3, -3
> Clc1ccc2[nH]c3c(N4CCC5(CC4)OCCO5)ncnc3c2c1
  -0.1, 2.3, /, 14, 0.9, 0.9, 0, -6, 2.4, -8
> COc1ccc(NS(=O)(=O)c2ccc(N3CCCC3)c(NC(=S)Nc3cccc(C)c3C)c2)cc1
  -0.2, 0.2, -9, 58*, 0.4, 0.2, -6, -3, 4.7, -14
> Fc1ccccc1CCNc1nnnn1-c1ccccc1
  -0.6, 0.0, /, -2, 1, 0.9, -2, -10, 1.0, -8
> COc1ccc(-c2coc3cc4oc(=O)c5ccccc5c4cc23)cc1F
  -0.1, 0.7, -10, 1, 1, 1, 1, -2, 3.5, -2
> CCCCNC(=O)CC1N=C2c3ccccc3N=C(SCC(=O)Nc3ccc(OC)cc3)N2C1=O (stereo unspecified)
  0.1, -1.0, -67, 1, 0.9, 1, -2, 0, -0.3, 6
> Cc1nn(S(=O)(=O)c2cccs2)c(C)c1Sc1ccc([N+](=O)[O-])cc1
  -0.5, 2.5, /, 5, 0.9, 0.9, -2, -4, 2.8, -7
> O=C1CN(C(=O)c2ccc(Br)o2)C(c2ccccc2)c2cc(Br)ccc2N1 (stereo unspecified)
  -0.4, -1.6, 18, 69*, 0.9, 0.9, -4, 4, 3.4, -12
> O=C(Oc1cc(-c2ccccc2)no1)c1cccc(C(F)(F)F)c1
  0.4, 0.4, /, -6, 1.2, 1.1, -8, 1, -0.3, -11

# Given bar-delimited: 5 of the compounds above.
structure | Hsp70 act | Redox H2O2 prof | S1P3 antag | Lmaj promast | PMI act satM6P | PMI act | TNAP inh hi DEA | Efa HMGR inh | RAM inhibit | TNAP inh no acc
Cn1nnnc1SCC(=O)NCc1cc([N+](=O)[O-])ccc1O | 0.1 | -2.2 | 2 | -7 | 1 | 1 | 8 | -8 | 1.6 | -2
O=C(C1CCN(C2CC(=O)N(c3ccc(Cl)cc3)C2=O)CC1)N1CCOCC1 (stereo unspecified) | -0.2 | 1.2 | -3 | -8 | 1 | 1 | -2 | 2 | 1.3 | -12
CCN(CC)S(=O)(=O)c1ccc(NC(=O)c2ccc(NS(C)(=O)=O)cc2)cc1 | -0.3 | -0.2 | 6 | -2 | 0.9 | 0.9 | -4 | -12 | 3.1 | -11
Cc1oc(-c2ccccc2Cl)cc1-c1nn2c(-c3ccco3)nnc2s1 | / | / | -7 | / | 1 | 1 | -3 | / | / | 11
Cc1nc(NC(=O)CCCC(=O)Nc2nc(C)c(C)s2)sc1C | -0.1 | 0.5 | -12 | 3 | 0.8 | 0.8 | -1 | 1 | 0.3 | -10
